RGS4 inhibitor = blocks human RGS4-accelerated GTP hydrolysis. AID 504845. actives 0.039% (n = 390,000). Transcreener GDP fluorescence polarization, RGS4-accelerated GTP hydrolysis. Potency, µM (top dose mostly 114 µM), without a hit: at the highest dose activity change, negative = inhibition, usual class: inhibitors. P49798; further: potency means the concentration at half of the fitted maximal effect; on the % scale 0 is the no-effect control and ±100 the full control effect; nearly all actives have a fitted effect of over 75% in size; some results filed as inactive show a strong effect at the top dose
Target sequence (P49798 whole entry, looked up): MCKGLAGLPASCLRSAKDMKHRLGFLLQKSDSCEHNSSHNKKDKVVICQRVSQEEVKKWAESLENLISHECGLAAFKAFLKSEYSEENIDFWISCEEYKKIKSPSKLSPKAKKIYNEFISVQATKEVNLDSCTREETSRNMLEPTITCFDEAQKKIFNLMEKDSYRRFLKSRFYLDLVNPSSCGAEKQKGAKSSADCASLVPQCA
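MLSMR compounds (23 nl, pin-transferred) preincubated 10 min at room temperature with a 500nM (2x) first reagent, then RGS4 at 900nM (2x) plus Transcreener GDP mix added; fluorescence polarization (620/688 nm) read before and after 90 min at 30 °C.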
TrxR1 substrate = substrates of rat thioredoxin reductase 1. O89049. purified TrxR1 substrate turnover, NADPH consumption readout. Potency, µM (series often up to 114 µM), inactives show at the highest dose activity change, negative = substrate turnover. actives 0.01% (n = 390,000); further: potency means the concentration at half of the fitted maximal effect; on the % scale 0 is the no-effect control and ±100 the full control effect; nearly all actives have a fitted effect of over 50% in size
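Rat TrxR1, dispensed at 90 nM, was prereduced with 400 uM NADPH (final) for 5 min at ~22 deg C, then incubated with compound 15 min before 400 uM selenite. A first-read NADPH fluorescence drop versus no-compound background flagged substrates.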
rTrxR1 inhibitor = inhibitors of rat thioredoxin reductase 1. O89049. recombinant rTrxR1, NADPH fluorescence consumption, selenite substrate. Potency, µM (titrated, usually from 114 µM), for the others: top-dose activity change, negative = inhibition, actives largely listed as inhibitors. actives 1% (n = 390,000). AID 588453; further: potency means the concentration at half of the fitted maximal effect; on the % scale 0 is the no-effect control and ±100 the full control effect; nearly all actives have a fitted effect of over 65% in size
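Rat TrxR1 (90 nM in the dispensed reagent) was pre-reduced with 400 uM NADPH for 5 min at room temperature, then incubated with compound for 15 min. After 400 uM selenite was added, NADPH fluorescence (Ex 340/Em 450 nm) was followed for 8 min.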
Vif-APOBEC3G blk = Vif-A3G binding inhibition; actives 0.076% (n = 410,000); Potency, µM (titrated, usually from 46.1 µM), for the others: at the top dose activity, negative = active, usual class: inhibitors; Q9HC16; AID 602310; HeLa A3G-eYFP + Vif (tagged APOBEC3G with the HIV-1 protein that degrades it), YFP fluorescence, overnight;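 further: potency means the concentration at half of the fitted maximal effect; on the % scale 0 is the no-effect control and ±100 the full control effect; nearly all actives have a fitted effect of over 60% in size; hits raise eYFP signal because A3G escapes Vif-driven loss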
Target sequence (Q9HC16 whole entry, looked up): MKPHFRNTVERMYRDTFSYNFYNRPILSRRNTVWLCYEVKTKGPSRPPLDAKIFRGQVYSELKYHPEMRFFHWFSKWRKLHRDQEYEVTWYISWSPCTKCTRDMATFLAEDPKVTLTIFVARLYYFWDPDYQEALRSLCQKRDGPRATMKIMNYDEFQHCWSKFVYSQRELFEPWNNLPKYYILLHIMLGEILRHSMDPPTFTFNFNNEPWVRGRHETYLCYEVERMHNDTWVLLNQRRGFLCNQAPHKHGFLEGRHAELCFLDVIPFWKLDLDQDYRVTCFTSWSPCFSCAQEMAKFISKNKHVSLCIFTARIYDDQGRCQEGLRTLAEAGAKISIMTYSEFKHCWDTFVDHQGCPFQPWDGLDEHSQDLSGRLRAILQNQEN
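Read-out is eYFP fluorescence (Ex 488/Em 500-530) from Vif-expressing HeLa A3G-eYFP cells; more signal means A3G escaped Vif-mediated degradation. Cells plated overnight, compound pinned in, incubated overnight at 37 deg C.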
Vif-A3F inh = blocks the Vif interaction with APOBEC3F | HeLa A3F-eYFP + Vif (tagged APOBEC3F with the HIV-1 protein that degrades it), YFP fluorescence increase | Potency, µM (series often up to 46.1 µM), for inactives: at the highest dose activity, negative = active | actives 0.2% (n = 390,000); further: potency means the concentration at half of the fitted maximal effect; % of control where 0% means no effect; nearly all actives have a fitted effect of over 65% in size
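Fluorescence increase (Ex 488/Em 500-530) after overnight compound treatment at 37 deg C flags inhibition of Vif-driven A3F-eYFP loss in stable HeLa A3F-eYFP/Vif cells seeded overnight beforehand.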
GRP78 ERSR act = inducers of ER stress response in human glioma cells; AID 602332; actives 0.02% (n = 420,000); Potency, µM, for the others: top-dose activation, hits mostly activators; U87-MG GRP78 promoter luciferase reporter, 16 h; further: potency means the concentration at half of the fitted maximal effect; series mostly up to about 76 µM; % of control where 0% means no effect; nearly all actives have a fitted effect of over 35% in size
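Stably transfected U87-MG human glioma cells carrying a GRP78-based luminescent sensor were seeded at 1000 cells/well, pin-dosed with compounds and incubated 16 h. Luciferase reagent was then added, and end-point luminescence was read after 10 min at room temperature.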
LDHA block = blocks human lactate dehydrogenase A; P00338; purified LDHA, NADH/diaphorase-resazurin fluorescence; hits give low values; activity change, % (values are at about 110 or 230 µM); actives 0.15% (n = 480,000); in the data active means activity change below about -30%; inconclusive means mostly about -25% to -30%;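 further: plate controls were DMSO wells for no effect and wells without enzyme for full effect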
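LDH5 2 nM; NADH 0.06 mM, pyruvate 0.2 mM; 200 mM Tris pH 7.4, EDTA, Tween-20; 5 min RT. Detection: diaphorase 0.133 mg/mL + resazurin 37 µM, fluorescence ex540/em590 at 0 and 20 min; normalized to enzyme-free and DMSO wells.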
mIDH1 inhibitor = inhibitors of human mutant IDH1 R132H; O75874; IDH1-R132H enzyme, NADPH consumption, diaphorase/resazurin fluorescence; Potency, µM (doses to about 76.6 µM), for the others: at the top dose activity change, negative = inhibition, hits mostly inhibitors; actives 0.093% (n = 390,000); further: potency means the concentration at half of the fitted maximal effect; on the % scale 0 is the no-effect control and ±100 the full control effect; nearly all actives have a fitted effect of over 65% in size
Target sequence (O75874 whole entry R132H, stated change not applied): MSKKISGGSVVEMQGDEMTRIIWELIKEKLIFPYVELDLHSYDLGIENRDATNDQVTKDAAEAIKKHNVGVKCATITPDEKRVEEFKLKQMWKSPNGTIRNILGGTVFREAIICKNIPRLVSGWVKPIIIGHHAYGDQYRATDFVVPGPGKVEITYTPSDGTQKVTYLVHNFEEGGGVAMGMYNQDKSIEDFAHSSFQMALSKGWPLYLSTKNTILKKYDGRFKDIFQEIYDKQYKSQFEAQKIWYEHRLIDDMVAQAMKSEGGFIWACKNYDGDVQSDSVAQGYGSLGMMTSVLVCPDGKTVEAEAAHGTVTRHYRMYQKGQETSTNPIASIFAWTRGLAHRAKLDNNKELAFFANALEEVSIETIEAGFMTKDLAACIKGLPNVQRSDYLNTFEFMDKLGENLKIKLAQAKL
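IDH1-R132H (0.5 ug/mL dispensed) in pH 7.5 Tris buffer was preincubated 30 min with compound, then given a substrate mix of 0.016 mM NADPH and 2 mM alpha-KG for 80 min at room temperature; remaining NADPH was read by diaphorase/resazurin fluorescence.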
USP1-UAF1 inh = USP1/UAF1 (human) deubiquitinase inhibition | O94782 | recombinant USP1/UAF1, Ub-Rhodamine cleavage fluorescence | Potency, µM (doses to about 57.1 µM), for the others: top-dose activity change, negative = inhibition, actives largely listed as inhibitors | actives 0.23% (n = 390,000) | AID 743255; further: potency means the concentration at half of the fitted maximal effect; on the % scale 0 is the no-effect control and ±100 the full control effect; nearly all actives have a fitted effect of over 60% in size; inactives centre near -12
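USP1/UAF1 complex at 1 nM was preincubated with compound for 15 min at room temperature, then Ub-Rho substrate (150nM final) was added. Fluorescence (480/540 nm) was read kinetically, 6 reads every 60 seconds.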
* = called active by the depositor; u = inconclusive; x = no result given; [ ] = another dose, or the depositor's remark. Unless noted, the call rests on the fitted dose curve; in most records, active means well fitted curve in the direction sought with a large enough effect; inconclusive means small, poorly fitted or top-dose-only effect, or another doubt; inactive means no such curve, though single readings can be large; an effect the other way counts as inactive or inconclusive. This is a subset; count on the stated rates, not on these rows.

Results follow in this order: RGS4 inhibitor	TrxR1 substrate	rTrxR1 inhibitor	Vif-APOBEC3G blk	Vif-A3F inh	GRP78 ERSR act	LDHA block	mIDH1 inhibitor	USP1-UAF1 inh
O=C(O)c1cccc2c1C(=O)c1ccccc1-2
  4.7%	-3.1%	0.2%[57.1 µM]	-0.3%	-11.4%	4.0%	8.2	7.1%	-19.0%
Cn1c(=O)[nH]c(=O)c2c1nc(N1CCN(CCO)CC1)n2Cc1ccccc1
  -15.2%[56.9 µM]	-1.1%	5.0%	-0.3%	-4.9%	-3.8%	-7.7	-10.5%	-13.7%
CCOc1ccc(CCNC(=O)COC(=O)CCS(=O)(=O)c2ccc(C)cc2)cc1OCC
  -27.7%	0.2%	7.1%	1.4%	1.0%	-2.2%	1.9	10.1%	-7.1%
CCOC(=O)C1=C(C)N(C)C(=O)NC1c1c(C)nn(-c2ccc(C)cc2)c1Cl (stereo not given)
  19.0%	-0.6%	14.5%	-13.7%	-16.4%	-2.9%	0.3	1.8%	-19.6%
O=C(NC1CCN(Cc2ccccc2)CC1)c1cncc(Br)c1
  -17.5%	8.7%	17.8%	-0.8%	u	-2.3%	-0.1	0.0%	-9.7%
COc1ccc(CC(=O)Nc2cccc(/C(C)=N/NC(=O)c3cccc([N+](=O)[O-])c3)c2)cc1
  13.6%	-3.8%	2.4%	0.9%	-1.3%	-1.6%	-4.6	-7.3%	-8.7%
O=C(O)CCn1cc(C(=O)O)c(-c2ccccc2)n1
  15.3%	4.5%	26.6%	0.1%	7.9%	-3.7%	-4.1	2.5%	-17.6%
c1cc(-c2cccs2)nc(-c2cccs2)c1
  -12.4%	0.3%	25.0%	-2.8%	31.0%	-2.7%	-0.7	6.7%	-15.6%
CN(C(=O)C1CCCN1S(=O)(=O)c1ccc(Cl)cc1)c1ccccc1 (stereo not given)
  4.3%	-9.0%	3.0%	-0.2%	1.8%	-1.9%	-5.7	-2.4%	-22.1%
CCOC(=O)c1c(C)[nH]c(C)c1C(=O)CSc1ncccn1
  12.7%	1.3%	-2.3%	1.7%	3.0%	-2.2%	1.7	7.2%	-8.8%
Cc1cccc(C)c1NC(=O)CSc1ncc2c(n1)-c1ccc(Cl)cc1N(Cc1ccccc1)S2(=O)=O
  -5.0%	9.7%[57.1 µM]	26.4%[57.1 µM]	-22.5%	-13.9%	-2.2%	-4.3	-1.2%	-5.3%
CCSc1ccccc1C(=O)Nc1nc2ccccc2c(=O)[nH]1
  -17.1%	5.9%[57.1 µM]	20.8%[57.1 µM]	-21.2%	-6.6%	2.1%	-5.6	4.5%	-21.8%
Cc1ccc(Oc2ccc(Cl)cc2NC(=O)c2ccc(F)cc2F)cc1
  40.7%	0.3%	27.2%	0.2%	-5.5%	5.0%	-3.2	3.0%	4.9%
Cc1cccc(CN2[C@@H](CC(C)C)COCCS2(=O)=O)c1
  25.7%	-10.8%	-3.3%[57.1 µM]	-5.2%	2.6%	-2.4%	3.0	4.1%	20.7%
COc1ccc(Oc2nc(C)cc(C)c2S(C)(=O)=O)cc1
  -25.4%	-2.0%	3.8%	-0.2%	-1.4%	-4.5%	-1.8	4.6%	-5.2%

Quoted from the listing:
Reading of `O=C(O)CCn1cc(C(=O)O)c(-c2ccccc2)n1` under USP1-UAF1 inh: -17.6%
Reading of `O=C(O)c1cccc2c1C(=O)c1ccccc1-2` under Vif-A3F inh: -11.4%

Remaining list, next part.
Results follow in this order: RGS4 inhibitor	TrxR1 substrate	rTrxR1 inhibitor	Vif-APOBEC3G blk	Vif-A3F inh	GRP78 ERSR act	LDHA block	mIDH1 inhibitor	USP1-UAF1 inh
O=C1CC(N2CCSCC2)C(=O)N1c1ccccc1 (stereo not given)
  -9.5%	-0.9%[57.1 µM]	3.4%[57.1 µM]	-0.6%	-4.2%	-0.8%	1.2	5.1%	-19.7%
O=C(CCCN1C(=O)/C(=C/c2cccs2)SC1=S)Nc1ccc(O)cc1
  -3.3%	-5.1%	-0.6%	-3.0%	7.0%	3.3%	-11.5	-1.6%	-2.0%
O=C(c1ccccc1)N(CCO)Cc1cc2cc3c(cc2[nH]c1=O)OCCO3
  -7.0%	79.5%	17.9%[57.1 µM]	2.8%	-2.5%	-3.2%	-2.2	11.9%	0.6%
Cc1ccc(NC(=O)c2cc(NC(=O)CCC(=O)O)ccc2N2CCCCC2)cc1
  3.1%	5.1%	9.5%	-3.5%	0.7%	-2.6%	0.0	8.0%	-4.8%
O=c1c2ccccc2c(C=Nc2ccc(O)cc2)c(O)n1-c1nccs1
  -3.2%	-2.7%	0.5%	-11.6%	24.6%	-2.0%	-2.4	-3.5%	-11.6%
COc1ccc2c(c1)c(N1CCCC1=O)c(C(=O)Nc1ccccc1C(F)(F)F)n2C
  -8.5%	-8.6%	-7.3%	-1.9%	6.7%	-5.3%	1.7	-9.1%	-26.8%
CCCCN1C(=O)C(CC(=O)NCCCCc2ccccc2)CC(C(=O)N2CCOCC2)=C1C (stereo not given)
  x	x	x	-0.1%	2.7%	-3.6%	3.1	14.7%	-21.7%
Cc1ccc(NC2=NCC(Cc3ccc(Br)cc3)S2)cc1 (stereo not given)
  -6.5%	-8.5%	-9.2%	-16.7%	-12.2%	-2.1%	-6.8	2.4%	-24.4%
C=C(CC[C@@H](O)C(C)(C)O)[C@H]1CC[C@]2(C)[C@@H]1CCC1[C@@]3(C)CC[C@H](O)C(C)(C)C3CC[C@]12C (stereo not given in full)
  -3.2%	6.9%[57.1 µM]	8.4%[57.1 µM]	0.4%	5.8%	-5.3%	-14.1	-7.4%	-4.3%
CC1=NN(c2ccccc2)C(=O)C1C(=O)c1ccc([N+](=O)[O-])cc1 (stereo not given)
  -8.4%[11.4 µM]	-2.4%	2.2%	3.7%	4.7%	-3.4%	1.5	0.0%	-22.8%
CC(OC(=O)C12CCC(=O)N1c1ccccc1S2)C(=O)Nc1cccc(Cl)c1 (stereo not given)
  -0.8%	0.9%	16.4%	3.4%	-1.5%	-2.9%	-2.1	-11.0%	-17.2%
CCCCNC(=O)Cc1c(OC)ccc2cc(Br)ccc12
  -30.1%	0.4%	5.4%	-3.7%	-17.8%	-1.7%	-5.5	2.5%	-21.0%
O=C(c1ccncc1)N1N=C(c2ccc(Br)cc2)CC1c1ccccc1O (stereo not given)
  0.7%	-0.3%[57.1 µM]	25.0%[57.1 µM]	-8.3%	-11.1%	-5.9%	-4.0	35.5µM*	-6.4%
O=C(COc1ccc(S(=O)(=O)NC2CCCCC2)cc1)NC1CC1
  15.3%	-5.9%	-9.9%	5.3%	2.9%	-3.3%	-1.3	-3.6%	-5.0%
COc1ccc(C(=O)/C=C/c2cn(CN3CCN(C)CC3)c3ccccc23)cc1
  -32.4%	-2.9%	-18.2%	-8.6%	0.2%	7.5%	4.6	20.9%	-20.8%
Cc1ccccc1CSc1nnc(-c2ccco2)n1Cc1ccco1
  -13.3%	2.1%[57.1 µM]	u	0.7%	-5.4%	-3.0%	3.6	-0.7%	-14.9%
CN(CCc1ccccc1)Cc1nc(-c2cnccn2)no1
  -21.4%	-3.3%	14.0%[57.1 µM]	-1.1%	-4.1%	-0.1%	3.6	3.4%	-4.1%
CCc1nnc(NC(=O)Cc2cccs2)s1
  -13.6%	7.5%[57.1 µM]	15.6%[57.1 µM]	-2.5%	1.3%	-0.5%	-2.1	5.2%	-11.5%
CC(C)C(NC(=O)C1CCCCC1)C(=O)NC1=NCCS1 (stereo not given)
  9.4%	7.6%	21.7%	1.4%	1.9%	-4.5%	-11.5	-3.5%	-5.5%
O=C(Nc1cccc(NC(=O)c2ccc(F)cc2)c1)c1ccc(F)cc1
  -26.8%	3.6%	13.9%	0.1%	-8.8%	-1.8%	-3.2	-5.4%	-20.3%
O=c1cc(-c2cccs2)oc2ccc(Cl)cc12
  -4.9%	14.2%[57.1 µM]	6.2%[57.1 µM]	-14.0%	u	7.2%	-5.7	2.6%	-8.6%
CCOc1[nH]n(-c2ccccc2)c(=O)c1C=Nc1ccc(Cl)cc1
  9.3%	-4.1%	4.1%	-0.7%	-7.6%	-4.3%	-5.2	7.7%	-10.8%
COc1ccc(CNC(=O)C2CCC(CNS(=O)(=O)c3ccc(C)cc3)CC2)cc1 (stereo not given)
  -29.9%	0.7%	3.3%	1.8%	-6.6%	-3.5%	2.6	1.4%	-15.4%
O=C(CCS(=O)(=O)c1ccc(Cl)cc1)N1CCCc2ccccc21
  -1.5%	2.4%	21.9%	2.3%	-34.1%	3.6%	-1.1	0.6%	1.2%
COc1ccc(C2=C(Nc3ccc(C)c(C)c3)c3ccccc3C2=O)cc1
  13.0%	-15.2%	-23.9%	3.4%	0.3%	-2.1%	-16.1	-4.3%	-27.4%
Cc1ccc2cc(C)c3nnc(SCc4ccc(C(=O)O)cc4)n3c2c1C
  -8.5%	-3.9%	3.1%	-0.3%	-0.3%	-4.9%	-0.8	26.9%	-10.1%

Compound activity: PubChem, National Center for Advancing Translational Sciences (NCATS)
